Ins promoter up – MIN6 insulin promoter up-regulation; z-score at 5 µM; 0.3% of 190,000 active; MIN6 insulin promoter-GFP reporter, high-content imaging; active compounds read high;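 active = z-score above 3 at 5 µM with at least 500 cells counted in the well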
MT stabilizer – stabilizes microtubules in HeLa cells. HeLa tubulin immunostaining HCS, 24 h; share of cells brighter than vehicle mean+2SD. % tubulin-high responders, % at 10 µM. 0.83% of 200,000 active. AID 2205;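 active = plate Z-score above 3 for both tubulin-high and condensed-nucleus cell shares, with cell loss under 80%, at 10 µM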;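 also: anti alpha tubulin signal scored within the nucleus-defined area of each cell; some results filed as inactive read as strong as hits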
b-catenin transl – beta-catenin nuclear translocation modulation; HeLa beta-catenin nuclear translocation, immunofluorescence imaging; nuclear translocation activity, % at 5 µM; 0.3% of 190,000 active;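 active = nuclear translocation activity above 50% at 5 µM, with a well cell count of 50 or more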;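 also: per-cell ratio of nuclear to cytoplasmic median beta-catenin stain intensity; plate controls were DMSO negative control for no effect and GSK-3 inhibitor IX positive control for full effect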
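Signal – beta-catenin immunofluorescence imaging with DAPI · Test system – human HeLa cell line · Dosing – 5 µM primary single dose, 0.1% DMSO, 0.02–20 µM confirmation series · Measure – % activation, nuclear-to-cytoplasmic median beta-catenin signal ratio per cell · Incubation – 24 h compound exposure at 37°C, 5% CO2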
West Nile antiviral – West Nile virus antiviral activity, cell-based, CPE readout (AID 1621); West Nile virus-infected cells, CPE inhibition; higher % means a stronger effect; 0.02% of 290,000 active; one-dose CPE inhibition, % at 10 µM; IC50 in µM for titrated hits; in the data active = a potency from the dose series; also: strong numbers were not always called active
Hep lipid drop – hepatic lipid droplet formation modulation. AML12 mouse hepatocytes, oleate lipid droplets, BODIPY imaging. inhibition, % at 6.5 µM. 0.4% of 240,000 active;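 active = lipid droplet intensity inhibited by at least 50%, with more than 500 cells counted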
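Assay system: AML12 hepatocytes (mouse); Probe or stimulus: oleic acid at 100 µM to induce lipid droplet formation; Dosing: compound at 6.5 µM only; Schedule: compound with oleate, overnight; Detection: fluorescence imaging, 20x objective, two fields per well; Measure: % inhibition of lipid droplet signal.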
T cell modulator – T cell immune modulators affecting CD8 T cell-vesicle binding; calls only at 7 µM; 0.068% of 330,000 active; 2C CD8+ T cell-vesicle binding, flow cytometry; active compounds read low;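 active = response, share of CD8 T cells binding vesicles, and their 90th percentile fluorescence all below set limits, cut at about 80% in these data, passing the limit was not always enough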
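Test system: purified 2C TCR transgenic mouse naive CD8+ T cells. Probe or stimulus: QL9-peptide-loaded Drosophila micro-vesicles bearing Ld, ICAM-1 and B7-1. Incubation: binding step 1.5 h, 37 °C, antibody labelling 20 min, ice. Measured by: flow cytometry of vesicle-bound cells.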
WT yeast gro inh – growth inhibition of WT yeast, mitochondrial fusion screen | AID 1362 | mitochondrial fusion phenotypic screen, WT strain | 2.1% of 190,000 active | inhibition, % at 10 µM; in the data active = inhibition above about 58%; tested in S. cerevisiae
Myeloid diff 2 – myeloid differentiation induction. ER-HoxA9 myeloid progenitors, lysozyme-GFP differentiation, flow cytometry. calls only at 10 µM. 1% of 360,000 active. AID 624256;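 active = normalized GFP-positive differentiation at or above the plate's own cutoff, the solvent-only control mean plus 3 SD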;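 also: cells exposed to compound for four days before flow analysis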
Autophagy HCS – modulators of autophagy; AID 463193; 0.98% of 190,000 active; calls only at 10 µM (by protocol); MEF GFP-LC3 puncta imaging; test concentration mostly 10 µM;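 active = percentage of spot-positive cells more than 3 SD above its plate mean, without a fluorescence outlier flag or 80% toxicity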;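 also: spot-positive cell cutoff set from DMSO-treated cells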
WT yeast gro inh mutant strain – recorded beside WT yeast gro inh, whose call it bears; inhibition, %; mitochondrial fusion phenotypic screen, mutant strain inhibition
Ins promoter up cell count – further read-out of Ins promoter up, marked with its call; cell count; measured here: cytotoxicity, nuclei count;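 total cells summed across four imaged fields per well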
Hep lipid drop cells 6.5 µM – also measured in Hep lipid drop; calls as there; cell count; measured here: cell count, cytotoxicity flag;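 cells counted across two imaged fields per well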
b-catenin transl cell count 5 µM – also measured in b-catenin transl; calls as there; cell count; measured here: cell count, cytotoxicity flag
T cell modulator vesicle-bound % – further read-out of T cell modulator, marked with its call; double positive events, %; measured here: CD8+ vesicle-bound cell fraction;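 binding gate set so that unloaded-vesicle control wells show 10% double positive cells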
MT stabilizer Hoechst-high % – recorded beside MT stabilizer, whose call it bears; % Hoechst-high responders; measured here: nuclear condensation Hoechst responders;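 share of cells brighter than vehicle mean plus two SD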
MT stabilizer cytotoxicity % – further read-out of MT stabilizer, marked with its call; toxicity, %; measured here: cytotoxicity by cell density;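 0% = mean cell density of plate MIN control wells and 100% = no cells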
Autophagy HCS cell loss 18 h – second read-out of Autophagy HCS, no call of its own (marks repeat the call); toxicity, %; measured here: cell loss, nuclei count;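 cell loss after 18 h compound exposure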
Myeloid diff 2 GFP+ MAC1+ % – recorded beside Myeloid diff 2, whose call it bears; GFP+ MAC1+ double positive, %; measured here: differentiation confirmed by MAC1 staining
The depositor's hits bear a star; i = inactive; / = not tested or not shown.

SMILES	Ins promoter up	Ins promoter up cell count	MT stabilizer	MT stabilizer Hoechst-high %	MT stabilizer cytotoxicity %	b-catenin transl	b-catenin transl cell count 5 µM	West Nile antiviral	Hep lipid drop	Hep lipid drop cells 6.5 µM	T cell modulator	T cell modulator vesicle-bound %	WT yeast gro inh	WT yeast gro inh mutant strain	Myeloid diff 2	Myeloid diff 2 GFP+ MAC1+ %	Autophagy HCS	Autophagy HCS cell loss 18 h
COc1cccc(CNC(=O)CSc2nnc3c(n2)[nH]c2ccccc23)c1	/	/	/	/	/	/	/	-0.7%	-14	760	i	10	/	/	i	1.2	/	/
O=C(N[C@@H](Cc1ccccc1)c1nc2ccccc2[nH]1)c1cc([N+](=O)[O-])ccc1Cl	-1.2	1141	1.1	1.3	2.6	/	/	-0.9%	9	639	i	54	-6	-9	i	0.2	i	-10
Clc1ccc(/C=N/Nc2ncnc3ccccc23)cc1Cl	-0.01	1504	3.3	2.0	4.5	4.0	1388	/	/	/	i	57	11	-7	i	1.2	i	0
N#Cc1ccc(CSCC(=O)O)cc1	0.44	1157	3.3	2.5	14	-5.7	1059	0.6%	/	/	i	26	2	-5	i	7.5	i	5
CCc1ccc(C(C(=O)NC2CCCC2)N(Cc2cccnc2)C(=O)c2csnn2)cc1 (stereo unspecified)	/	/	/	/	/	/	/	-0.2%	-4	795	i	17	/	/	i	0.2	/	/
COc1ccc(C(=O)NN/C(C)=C/C(=O)c2ccccc2)cc1	/	/	/	/	/	/	/	-0.5%	0	829	i	53	/	/	i	0.1	/	/
O=C(CCCSc1ccccc1)Nc1nc(-c2ccco2)c(-c2ccco2)s1	-0.16	1322	3.3	2.7	9.7	/	/	-0.1%	22	657	i	34	31	4	i	1.2	i	-7
O=C(Cc1ccccc1)N1CCC(O)(c2cccnc2)CC1	0.29	1275	1.8	1.4	8.7	0.9	1210	1.4%	2	700	i	33	10	1	i	0.5	i	-2
CCOC(=O)CCc1c(C)c2ccc(OCc3ccc([N+](=O)[O-])cc3)cc2oc1=O	0.92	1487	3.6	2.2	14	-5.5	910	-0.2%	/	/	i	19	-13	0	i	0.5	i	-2
Cc1ccc(NC(=O)N2CCN(c3ccccn3)CC2)cc1	/	/	2.1	1.5	5.9	0.3	1121	-0.4%	10	827	i	24	-3	-6	i	1.6	i	-8
CC(C)c1ccc2[nH]c(O)c(N=NC(=O)c3ccc(CSc4nncn4C)cc3)c2c1	-0.58	1370	2.8	3.5	5.9	-0.6	1087	0.7%	18	658	i	12	-6	8	/	/	i	-12
CCN(CC)CCOC(=O)c1ccc(NC(=O)CCCN2C(=O)/C(=C/c3cccs3)SC2=S)cc1	/	/	/	/	/	/	/	1.1%	-3	707	i	42	/	/	i	2.0	/	/
Cc1ccccc1OCC1Cn2c(nc3c2c(=O)n(C)c(=O)n3C)O1 (stereo unspecified)	/	/	/	/	/	/	/	-1.2%	5	762	i	57	/	/	i	0.3	/	/
COc1ccc(-c2csc3ncn(-c4ccccc4)c(=O)c23)cc1OC	0.14	1470	2.0	2.4	12	0.3	1040	-1.0%	2	750	i	14	-1	-5	i	0.2	i	0
C=CCc1cc(Cl)ccc1OCCOCCNCCOC	-0.36	1253	0.7	4.2	6.2	1.3	535	0.4%	4	651	i	12	-2	-6	i	1.0	i	1
COc1ccc(NS(=O)(=O)c2cccc(NC(=O)COc3ccc(OC)cc3)c2)cc1	-0.45	996	/	/	/	-0.2	1303	0.0%	0	736	i	1	/	/	i	0.5	/	/
O=C(CSc1n[nH]c(-c2ccncc2)n1)Nc1ccc(Cl)c(Cl)c1	/	/	/	/	/	/	/	-0.3%	2	722	i	11	/	/	i	1.2	/	/
COc1ccccc1S(=O)(=O)Cc1ccc(C(=O)NCCN2CCCC2)o1	1.2	1408	1.6	1.5	7.5	-2.7	815	-0.4%	/	/	i	24	9	18	i	0.9	i	-5
COc1ccc(C(=O)N2CCC(C(=O)O)CC2)cc1	1.4	917	1.5	2.1	5.4	-1.6	1093	/	3	758	i	11	3	2	i	5.5	i	-3
COCCNC(=O)CCC1CCN(Cc2cccc(Oc3ccccc3)c2)CC1	/	/	/	/	/	/	/	-0.1%	-1	813	i	54	/	/	i	0.5	/	/
CCN(CC(O)CON=C1c2ccccc2-c2ccccc21)S(=O)(=O)c1ccc(C)cc1 (stereo unspecified)	-1.5	1367	1.5	2.1	7.9	3.8	979	1.6%	9	647	i	41	22	16	i	0.6	i	16
Cc1ccc(S(=O)(=O)NC(C)C(c2cccs2)N2CCOCC2)cc1 (stereo unspecified)	0.38	1208	4.2	2.7	13	0.7	531	0.9%	0	719	i	52	9	1	i	1.0	i	28
COc1cccc(NC(=O)CSc2nc3ccccc3nc2N2CCCC2)c1	/	/	/	/	/	/	/	-0.1%	58*	737*	i	39	/	/	i	3.3	/	/
Cc1ccc(OCc2nc3ccccc3n2C)cc1	/	/	/	/	/	/	/	-0.7%	0	812	i	38	/	/	i	0.7	/	/
C(=N\NC1=Nc2cccc3cccc1c23)/c1ccccc1	0.59	1162	4.3	2.9	4.9	-0.5	917	0.0%	-1	640	i	7	8	7	i	0.8	i	12
Cc1ccc(-c2cc(C(=O)Nc3ccc4c(c3)OCCO4)c3ccccc3n2)cc1	0.2	1932	2.2	1.8	10	-3.6	1056	0.1%	-21	543	i	30	42	39	/	/	i	10
COc1cc(CC(=O)OCC(=O)Nc2ccc3c(c2)OCO3)cc(OC)c1OC	-0.1	959	3.0	1.0	12	-1.0	1059	0.2%	-12	673	i	26	-3	-10	i	0.2	i	28
CC1=CC(=C(C#N)C#N)C=C(C)N1Cc1ccc(Cl)cc1	/	/	1.3	1.7	7.0	1.6	1223	-0.3%	0	698	i	47	-4	5	i	0.6	i	1
OCCC1CN(Cc2cn[nH]c2C2CCCCC2)CCN1C1CCCC1 (stereo unspecified)	0.95	1307	2.0	1.0	9.2	-0.8	947	-0.5%	-20	693	i	61	1	3	i	0.6	i	6
Cc1nnc(NC(=O)c2csc3c2CCCC3)s1	/	/	1.9	2.5	0.2	0.1	1539	-0.3%	-2	662	i	44	2	-17	/	/	i	27
CCCOc1ccc(C(=O)Nc2ccc(CN3CCOCC3)cc2)cc1	/	/	/	/	/	/	/	-1.4%	-1	826	i	38	/	/	i	0.3	/	/
Cc1ccc(-c2nnc(SCC(=O)N/N=C/c3ccccc3C(=O)O)n2-c2ccc(C)cc2)cc1	-0.07	1122	/	/	/	-0.6	1198	-0.1%	13	735	i	58	/	/	i	0.2	/	/
COc1ccc(N=C2NC(=O)CS2)c([N+](=O)[O-])c1	0.14	1578	5.1	1.3	5.9	2.5	845	1.2%	-16	688	i	51	-1	-8	i	0.1	i	5
CN(C)c1cc[n+](CC(=O)N2CCCc3ccccc32)cc1	0	1281	4.9	1.6	8.3	1.8	1084	0.9%	2	703	i	28	1	6	i	0.4	i	9
COc1ccc(-c2[nH]c(-c3ccc(C)cc3)nc2SCC(=O)Nc2nccs2)cc1	-0.31	1412	3.8	5.9	8.8	0.5	1154	-0.1%	0	698	i	27	18	-3	i	1.1	i	0
c1ccc(COn2c(-c3ccccc3)nc3c2CCc2nonc2-3)cc1	1.2	1371	2.7	2.5	14	0.0	1119	-0.2%	/	/	i	44	-1	5	i	1.1	i	11
COc1cccc(N2CCN(Cc3nc4ccccc4c(=O)[nH]3)CC2)c1	/	/	1.3	2.2	21	0.1	1081	0.1%	3	630	i	27	-4	5	i	0.4	i	-1
O=C(CCCn1c(=S)[nH]c2ccccc2c1=O)N1CCOCC1	0.89	1537	4.9	3.8	2.6	2.6	1439	0.0%	/	/	i	24	-6	-4	i	1.3	i	-9
COc1ccc(/C=C/C(=O)C(C(N)=O)=C2SCCS2)cc1	0.66	1529	1.2	3.1	10	0.2	1092	-0.1%	28	670	i	4	-8	-1	i	0.8	i	-6

Ordered by value in MT stabilizer Hoechst-high % (low to high): 3 from the list above.
compound,MT stabilizer Hoechst-high %,West Nile antiviral,T cell modulator,T cell modulator vesicle-bound %,WT yeast gro inh mutant strain,Myeloid diff 2 GFP+ MAC1+ %
Cc1nnc(NC(=O)c2csc3c2CCCC3)s1,2.5,-0.3%,i,44,-17,/
COc1ccc(/C=C/C(=O)C(C(N)=O)=C2SCCS2)cc1,3.1,-0.1%,i,4,-1,0.8
COc1ccc(-c2[nH]c(-c3ccc(C)cc3)nc2SCC(=O)Nc2nccs2)cc1,5.9,-0.1%,i,27,-3,1.1

Record cards, from the list above.
`CC1=CC(=C(C#N)C#N)C=C(C)N1Cc1ccc(Cl)cc1` is listed with Ins promoter up: /; Ins promoter up cell count: /; MT stabilizer: 1.3; MT stabilizer Hoechst-high %: 1.7; MT stabilizer cytotoxicity %: 7.0; b-catenin transl: 1.6; b-catenin transl cell count 5 µM: 1223; West Nile antiviral: -0.3%; Hep lipid drop: 0; Hep lipid drop cells 6.5 µM: 698; T cell modulator: i; T cell modulator vesicle-bound %: 47; WT yeast gro inh: -4; WT yeast gro inh mutant strain: 5; Myeloid diff 2: i; Myeloid diff 2 GFP+ MAC1+ %: 0.6; Autophagy HCS: i; Autophagy HCS cell loss 18 h: 1
`CCCOc1ccc(C(=O)Nc2ccc(CN3CCOCC3)cc2)cc1` is listed with Ins promoter up: /; Ins promoter up cell count: /; MT stabilizer: /; MT stabilizer Hoechst-high %: /; MT stabilizer cytotoxicity %: /; b-catenin transl: /; b-catenin transl cell count 5 µM: /; West Nile antiviral: -1.4%; Hep lipid drop: -1; Hep lipid drop cells 6.5 µM: 826; T cell modulator: i; T cell modulator vesicle-bound %: 38; WT yeast gro inh: /; WT yeast gro inh mutant strain: /; Myeloid diff 2: i; Myeloid diff 2 GFP+ MAC1+ %: 0.3; Autophagy HCS: /; Autophagy HCS cell loss 18 h: /

Screening data from PubChem.
